Compound activity deposited in PubChem by The Scripps Research Institute Molecular Screening Center.
OX1R antag-1 = human HCRTR1 antagonism | 0.43% of 330,000 active | inhibition, % at 5 µM | AID 434989 | O43613 | CHO/OX1R cells, Fluo-8 calcium fluorescence, orexin A;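 active = inhibition above its plate's threshold, mean inhibition of all tested compounds on the plate plus 3 SD, cut at about 37% in these data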;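 also: 0% = orexin A challenge wells and 100% = SB-334867-A antagonist wells; not every result past the cut was called active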
Target sequence (O43613 whole entry, looked up): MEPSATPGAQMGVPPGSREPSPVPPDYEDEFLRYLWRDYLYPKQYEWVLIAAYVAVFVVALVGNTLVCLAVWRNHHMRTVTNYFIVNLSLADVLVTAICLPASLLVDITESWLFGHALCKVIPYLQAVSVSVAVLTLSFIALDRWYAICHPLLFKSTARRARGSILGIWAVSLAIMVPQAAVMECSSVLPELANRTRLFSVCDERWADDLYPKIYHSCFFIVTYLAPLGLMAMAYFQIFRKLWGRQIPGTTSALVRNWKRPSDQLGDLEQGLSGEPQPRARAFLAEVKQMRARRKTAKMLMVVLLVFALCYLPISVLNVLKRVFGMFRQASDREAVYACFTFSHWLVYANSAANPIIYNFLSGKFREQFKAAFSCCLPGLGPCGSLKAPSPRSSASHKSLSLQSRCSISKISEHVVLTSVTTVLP
OX1R antag-2 = OX1R (human) antagonism; O43613; OX1R-expressing cells, FRET antagonist read-out; inhibition, % at 6.6 µM; 1.8% of 330,000 active; AID 485270; in the data active = inhibition mostly above about 38%, no sharp cut-off; inactive = mostly below about 40%;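 also: 0% = agonist challenge alone and 100% = reference antagonist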
An asterisk follows results filed as active.

canonical_smiles,OX1R antag-1,OX1R antag-2
CC1=CC2=NC(=O)/C(=C\c3cc(C)n(-c4cccc(Cl)c4)c3C)C(=N)N2O1,-7.4,10.8
Oc1ccccc1CNc1ccc2c(c1)OCCO2,-9.2,14.8
CC(Oc1ccccc1)C(=O)Nc1ccc(S(=O)(=O)NCC2CCCO2)cc1 (centres undefined),8.9,-3.3
COc1ccc(C2c3ccc(O)cc3Oc3ncn(Cc4ccccc4)c(=N)c32)cc1OC (centres undefined),-16.3,9.5
CCOCCCn1c(=NC(=O)c2ccco2)c(C(=O)OCC)cc2c(=O)n3cccc(C)c3nc21,-17.8,23.6
CN(C(=O)CCc1nnc(CCCCc2ccccc2)o1)C1CCOCC1,-19.9,10.0
CCCCCNC(=O)c1ccccc1SC,-15.8,8.8
COc1ccccc1C(=O)N/C(=C\c1ccc(Br)cc1)C(=O)NCCCO,-27.6,3.0
COC(=O)Nc1ccc(OC)c(OC)c1,3.6,-2.8
CN(C#N)c1nc(N2CCOCC2)nc(N2CCOCC2)n1,-4.8,10.8
O=C(COc1ccccc1Br)Nc1ccc(S(=O)(=O)N2CCCC2)cc1,-4.7,1.3
Cc1ccc(S(=O)(=O)Nc2ccc3ccccc3n2)cc1,1.3,-1.5
COc1ccc(-c2nn(-c3ccccc3)cc2CNC[C@H]2O[C@@H](n3cnc4c(N)ncnc43)[C@H](O)[C@@H]2O)cc1,7.2,-2.1
COc1ccc(-c2csc(Nc3ccc(S(=O)(=O)Nc4cc(OC)nc(OC)n4)cc3)n2)cc1,-4.9,7.5
Cc1ccc(CSC(Nc2ccc(F)cc2)=C(C#N)C#N)cc1,23.7,41.8
COc1ccccc1N1CCN(C(=O)C2c3ccccc3Oc3ccccc32)CC1,10.3,41.0
COc1ccc(-c2cc(-c3cccs3)c(C#N)c(SCC(=O)NCc3ccccc3)n2)cc1,-16.2,17.5
CCCc1cc(=O)[nH]c(SCC(=O)Nc2ccccc2C#N)n1,0.0,12.6
CS(=O)(=O)c1ccc(Cl)c(NC(=O)COC(=O)CCc2c[nH]c3ccccc23)c1,4.8,19.7
O=C(COC(=O)CCNS(=O)(=O)c1ccc2c(c1)OCCO2)NC1CCCc2ccccc21 (centres undefined),-10.3,15.9
O=C(N/N=C/C=C/c1ccccc1)C1CC1(c1ccccc1)c1ccccc1 (centres undefined),-25.4,8.2
Cc1cccc(C(=O)NC(=S)Nc2ccc3[nH]c(=O)[nH]c3c2)c1,1.8,27.3
CN(c1ccc(C(=O)Nc2ccc(Cl)cn2)cc1)S(=O)(=O)c1ccccc1,-0.3,25.8
CCOc1ccc(C)cc1-n1nc2ccccc2n1,-15.3,12.7
CCOc1ccccc1-c1nc(C(N)=O)c2[nH]c(=O)n(-c3ccccc3)c2n1,-27.1,15.9

Sorted by value in OX1R antag-1 (falling): three from the list above
SMILES	OX1R antag-1
COC(=O)Nc1ccc(OC)c(OC)c1	3.6
O=C(COC(=O)CCNS(=O)(=O)c1ccc2c(c1)OCCO2)NC1CCCc2ccccc21 (centres undefined)	-10.3
CCOc1ccccc1-c1nc(C(N)=O)c2[nH]c(=O)n(-c3ccccc3)c2n1	-27.1

(more compounds)
canonical_smiles,OX1R antag-1,OX1R antag-2
CCOC(=O)c1cnc(SCCc2ccccc2)nc1N,-37.5,18.2
COCCCNC(=O)C1CC(=O)N(CCc2ccccc2)C1 (centres undefined),-5.2,5.0
CCc1ccc(C(=O)Nc2ccc(S(=O)(=O)Nc3nc(C)cc(C)n3)cc2)o1,-8.1,24.5
Cc1nc(-c2nc(-c3c(C(=O)NNC(=O)c4ccc(Cl)cc4)noc3C)cs2)cs1,-2.6,0.9
CCOc1ccc(NS(=O)(=O)c2ccc(C(=O)N3CCCC(C)C3)cc2)cc1 (centres undefined),36.0*,16.9
Cc1cccc(-n2c(O)c(C=Nc3ccccc3-c3n[nH]c(=S)[nH]c3=O)c3ccccc3c2=O)n1,-7.2,21.7
COc1ccc(-c2noc(CN3CCN(C(=O)c4cccs4)CC3)n2)c(OC)c1OC,-26.0,6.0
Cc1cc(=O)oc2cc(OCC(=O)N3CCN(c4ccc(F)cc4)CC3)ccc12,-18.8,10.4
COc1ccc(OC)c(NC(=S)NCc2ccc(S(N)(=O)=O)cc2)c1,1.3,7.3
O=C(COC(=O)Cc1c(F)cccc1Cl)NCc1ccc2c(c1)OCO2,-15.7,7.7
Cn1cnnc1SCC(=O)Nc1ccc2nc(SCc3cccc4ccccc34)sc2c1,-14.5,34.9
CC1(C)CC(=O)c2cn3ncnc3nc2C1,-8.4,15.2
Cc1ccc(CC(=O)Nc2nccs2)cc1C,-23.0,13.7
CC1CCC(N(C(=O)c2csnn2)C(C(=O)NC(C)(C)C)c2cccnc2)CC1 (centres undefined),-30.6,7.4
CCCn1c(SCC(=O)NC2CCCC2)nnc1C(C)C,1.2,13.4
CCOC(=O)c1ccc(N2C(=O)c3n[nH]c(C)c3C2c2ccc(O)cc2)cc1 (centres undefined),-1.7,11.4
CCN1CCN(C(=S)c2ccc([N+](=O)[O-])cc2)CC1,2.1,35.2
O=C(Nc1ccccc1)C(=O)Nc1ccccn1,-15.6,-2.8
CC1=C(C)CC(C(=O)NC2CCN(C(C)C)CC2)C(C(=O)O)C1 (centres undefined),-4.2,17.0
COc1ccc2cc(-c3ccccc3)ncc2c1,-8.7,2.4
C/C(=C\C(=O)c1cccnc1)Nc1ccc(O)cc1,-8.6,35.8
CCn1c(=N)n(CC(=O)c2cccc([N+](=O)[O-])c2)c2ccccc21,4.7,18.2
COc1ccc(C(=O)C[n+]2cccc(C(N)=O)c2)cc1,13.1,9.4
CCc1ccc(NC(=S)N2CCC(NC(=O)C3CCCCC3)CC2)cc1,-16.5,16.8
O=C1COc2ccc(C(=O)CSc3nnnn3-c3ccccc3)cc2N1,-14.5,33.9

Entries above containing two or more sulfur atoms:
canonical_smiles,OX1R antag-1,OX1R antag-2
COc1ccc(-c2csc(Nc3ccc(S(=O)(=O)Nc4cc(OC)nc(OC)n4)cc3)n2)cc1,-4.9,7.5
COc1ccc(-c2cc(-c3cccs3)c(C#N)c(SCC(=O)NCc3ccccc3)n2)cc1,-16.2,17.5
Cc1nc(-c2nc(-c3c(C(=O)NNC(=O)c4ccc(Cl)cc4)noc3C)cs2)cs1,-2.6,0.9
COc1ccc(OC)c(NC(=S)NCc2ccc(S(N)(=O)=O)cc2)c1,1.3,7.3
Cn1cnnc1SCC(=O)Nc1ccc2nc(SCc3cccc4ccccc34)sc2c1,-14.5,34.9

The listing continues:
SMILES	OX1R antag-1	OX1R antag-2
CCOc1ccc2[nH]c(=O)c(CN(Cc3nnnn3Cc3ccco3)C3CCCCC3)cc2c1	-15.6	29.3
Cc1ccc(-c2nc(CS(=O)(=O)CC(=O)NC3CCCCCC3)c(C)o2)cc1	-98.5	4.9
CCN(CC)CCCN(Cc1cc2cc3c(cc2[nH]c1=O)OCO3)C(=S)NCCCN(C)C	3.1	3.5
O=S(=O)(c1ccc(SCCOc2ccccc2)nc1)N1CCCC1	1.5	3.4
COc1ccc(-c2ccc(=O)[nH]n2)cc1	-8.1	21.4
O=C(Nc1nc2ccccc2[nH]1)C1CCN(C(=O)c2ccc(F)cc2)CC1	-8.2	10.6
Cc1ccc(S(=O)(=O)N2CCC(C(=O)N3CCCC(C(F)(F)F)C3)CC2)cc1C (centres undefined)	-26.9	9.5
CN1CCN(Cc2c(O)ccc3cc(-c4ccccn4)c(=O)oc23)CC1	-16.1	80.8*
O=C(CCCN1C(=O)/C(=C/c2cccc(Br)c2)SC1=S)Nc1ccccn1	-12.1	8.1
O=C(CSc1nnc(-c2ccc(O)cc2)n1Cc1ccco1)N1CCc2ccccc2C1	-18.4	11.0
O=C(CCc1nnc(CCCCc2ccccc2)o1)N1CCCCC1CCO (centres undefined)	-20.8	9.8
O=C(Nc1ccc(S(=O)(=O)Nc2ncccn2)cc1)C(F)(F)F	8.0	13.0
CCOC(=O)N1CCN(CC(c2ccccc2)c2ccccc2)CC1	-23.2	-3.6
O=C(NCc1ccco1)C1CCN(S(=O)(=O)N2CCC3(CC2)OCCO3)CC1	-3.4	12.2
Cc1ccc(SCCN2CCN(C)CC2)cc1	-4.4	1.4
O=C(Nc1ncccc1O)C1CCN(S(=O)(=O)c2ccc3ccccc3c2)CC1	-8.4	20.4
CC1CCCCN1CCNc1nc(=S)[nH]c2ccccc12 (centres undefined)	-14.4	5.6
O=C(O)C1CCCN1S(=O)(=O)c1ccc(Cl)cc1 (centres undefined)	-13.1	-2.9
Cc1c(-c2ccccc2)sc2nc[nH]c(=S)c12	4.2	17.6
C=CCOc1ccc(CNc2ccc(NC(=O)CC(C)C)cc2)cc1OC	-17.6	3.2
NC(=O)c1ccc(NC(=O)c2cccc3c2OCCCO3)cc1	-0.7	-2.8
CC1Cc2ccccc2N1C(=O)CO/N=C/c1ccccc1OC(F)F (centres undefined)	-7.9	39.8
CC1CCN(CCCNC(=O)c2cc3c(=O)n(C)c4ccccc4c3n2C)CC1	-27.3	9.3
CCNC(=S)NC1CC2CCCC(C1)N2Cc1ccc(C)cc1 (centres undefined)	-21.2	0.8
CCC(C)CCCCNC1=NCCS1 (centres undefined)	-13.6	20.2
CCCOc1cccc(C2C(C(=O)c3ccco3)=C(O)C(=O)N2CCN(CC)CC)c1 (centres undefined)	-24.7	18.3
COCC(=O)Nc1ccc(N2CCCC2)c(S(=O)(=O)Nc2ccccc2OC)c1	-27.9	9.9
CC(C)NC(=O)N(C)C[C@H]1Oc2c(NS(=O)(=O)c3cn(C)cn3)cccc2C(=O)N([C@H](C)CO)C[C@@H]1C	-22.4	0.6
C#CCOCCOCCOCCNc1nc(N2CCN(C(=O)[C@H](C(C)C)n3cc(CCO)nn3)CC2)nc(N2CCN(C(=O)[C@H](CCCCN)n3cc(CCCC)nn3)CC2)n1	-13.8	20.1
Cc1ccc(NC(=O)CN(C)S(=O)(=O)c2ccc3c(c2)n(C)c(=O)c(=O)n3C)c(C)c1	-16.1	4.2

Sorted by heavy-atom count (ascending): part of the list above.
SMILES	OX1R antag-1	OX1R antag-2
CC1Cc2ccccc2N1C(=O)CO/N=C/c1ccccc1OC(F)F (centres undefined)	-7.9	39.8
COCC(=O)Nc1ccc(N2CCCC2)c(S(=O)(=O)Nc2ccccc2OC)c1	-27.9	9.9
Cc1ccc(NC(=O)CN(C)S(=O)(=O)c2ccc3c(c2)n(C)c(=O)c(=O)n3C)c(C)c1	-16.1	4.2

More results:
SMILES	OX1R antag-1	OX1R antag-2
CCOc1c(C)cnc2c1c(=O)n(Cc1cccc(Cl)c1)c(=O)n2C	-31.6	16.7
CC(=O)Nc1c(-c2ccc(Cl)cc2)c(=O)c2ccccc2n1C	3.6	-6.5
O=C(CN1C(=O)NC2(CCCCC2)C1=O)N1CCN(S(=O)(=O)c2ccccc2)CC1	1.3	17.6
Cc1ccc(-n2nc3c(=O)n(CC(=O)NCCc4ccc(Cl)cc4)nc(C)c3c2C)cc1	-43.7	13.1
O=C(N/N=C/c1ccc(Br)s1)c1cccc([N+](=O)[O-])c1	9.0	6.9
CN(C(=O)CN1C(=O)c2ccc([N+](=O)[O-])cc2C1=O)C1CCCCC1	-7.0	64.0*
CCn1c(=O)c(CCC(=O)N2CCN(c3ccccn3)CC2)c(C)c2c(C)nn(-c3ccccc3)c21	-14.4	6.8
N#CC1=C(N)Oc2c(sc3ccccc23)C1c1ccco1 (centres undefined)	0.5	40.4
O=C1C=C(c2ccccc2)C(=O)N1Nc1ccccc1	25.9	27.2
CCOC(=O)C1(Cc2ccccc2C(F)(F)F)CCN(Cc2ccon2)CC1	-16.8	8.2
O=C(NCc1nc2ccccc2[nH]1)C1=C[C@@H](c2ccccc2)C[C@@H](OCc2ccc(CO)cc2)O1	-15.1	35.4
Cc1nn(CCCC(=O)NCc2ccc(F)cc2)c(C)c1[N+](=O)[O-]	7.2	3.5
COc1ccc(C(=O)Oc2c(C)occc2=O)cc1OC	-3.4	17.0
CCCC(=O)Nc1ccccc1-c1nnc(SCC)[nH]c1=O	11.1	10.0
O=C(CN1C2=NCCCN2c2ccccc21)c1ccc(Cl)cc1Cl	-32.0	8.9
COc1cc(/C=N/n2nnnc2Nc2ccccc2)cc(OC)c1OC	-22.7	17.3
O=C1NCCN/C1=C\C(=O)c1ccc(Br)cc1	-14.8	20.8
COc1cccc2c(=O)n(CC(=O)N3CCCc4ccccc43)ccc12	-40.4	8.8
CC(Oc1ccc(F)cc1F)C(=O)/C=C/N(C)C (centres undefined)	-24.2	21.5
COc1ccccc1OCCOC(=O)Nc1ccccc1	-2.5	15.1
O=[N+]([O-])c1ccc(N=Cc2sc3ccccc3c2O)cc1	17.5	20.1
CCOC(=O)c1nc(C)[nH]c1C(=O)OCC	2.5	6.0
COc1ccc(Br)cc1C(=O)NC(=S)Nc1ccc(Cl)c(C(=O)O)c1	-8.4	12.4
Cc1ccc(NC(=O)CCC(=O)N/N=C/c2coc3ccc(F)cc3c2=O)cc1	6.7	10.4
Cc1c(NC(=O)c2cccs2)c(=O)n(-c2ccccc2)n1C	-6.5	33.8
N#C/C(=C\c1cccnc1)C(=O)NC1CCCCC1	-5.2	8.3
Cn1c(SCC(N)=O)nnc1-c1ccc(C(C)(C)C)cc1	-6.3	4.2
Cc1ccc(C(=O)Nc2cccc(C(F)(F)F)c2)cc1NC(=O)c1[nH]cnc1C(N)=O	16.6	7.3

Hits appear at their usual frequency; 2.1% or so of the library scored in one or more.
